Assay outcomes as filed in PubChem BioAssay.
ABCB6 inh MLPCN: ABCB6 transporter inhibitors, primary screen, K562-ABCB6 cells, flow cytometry, MLPCN library. ATP-binding cassette sub-family B member 6 (Homo sapiens), Q9NP58. K562-ABCB6 porphyrin accumulation, 1 h; hits give low values. fluorescence ratio to DMSO, % at 10 µM. hit rate 0.19% among 360,000;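 active = fluorescence ratio to DMSO below 75%, the collection mean minus 3 SD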;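 also: signal is porphyrin accumulated inside mitochondria; 100% equals median channel fluorescence of DMSO control wells; lower ratio means ABCB6 inhibition with less porphyrin fluorescence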
H9c2 protect: cardioprotection against H2O2-induced cell death, primary screen, uHTS, H9c2 cells, ATPLite luminescence; H9c2 cardiomyocytes, H2O2 injury protection, 2 h; protection from H2O2 cell death, % at 20 µM; hit rate 0.63% among 360,000; AID 588492, 2011;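 active = compounds giving at least 50% protection of heart cells from peroxide-induced death in the single-dose screen, raw or plate-pattern-corrected value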;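 also: 0% = DMSO wells with peroxide and 100% = DMSO wells without peroxide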
Vif imaging: HIV Vif self-association inhibitors, primary screen, imaging, HEK293T, single point | HEK293T cells, Vif self-association by quenched fluorescence, 24 h | inhibition, % at 7.49 µM | hit rate 0.35% among 340,000; in the data active = inhibition above about 50%, passing the limit was not always enough; also: some results filed as inactive read as strong as hits
CaV13 ICDI inh: Disruptors of the CACNA1D IQ motif to Ca2+-dependent inactivation inhibitor domain association, primary screening, Förster resonance energy transfer in intact living …; inhibition, % at 12.3 µM; HEK cells, CFP/YFP FRET ICDI-IQ, plate reader, 10 min; percent FRET-ratio fall versus neutral wells; hit rate 0.098% among 340,000; AID 743397;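 active = mean replicate inhibition of at least 30% and at least 1% of replicates passing that level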;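 also: 0% = median of the neutral control wells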
HTR2A ag: mouse Htr2a agonists via beta-arrestin recruitment, primary screen, cell-based, luminescence. 5-hydroxytryptamine receptor 2A (Mus musculus), P35363. CHO-K1 mHTR2A beta-arrestin complementation; percent of 30 µM serotonin response. activation, % at 7.6 µM. hit rate 0.66% among 360,000. AID 624169, 2012;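 active = activation above a run cutoff, the mean activation of all tested compounds plus 3 SD, cut at about 14% in these data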;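 also: 0% = plate median of compound wells and 100% = 30 µM serotonin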
Target sequence (P35363 whole entry, looked up): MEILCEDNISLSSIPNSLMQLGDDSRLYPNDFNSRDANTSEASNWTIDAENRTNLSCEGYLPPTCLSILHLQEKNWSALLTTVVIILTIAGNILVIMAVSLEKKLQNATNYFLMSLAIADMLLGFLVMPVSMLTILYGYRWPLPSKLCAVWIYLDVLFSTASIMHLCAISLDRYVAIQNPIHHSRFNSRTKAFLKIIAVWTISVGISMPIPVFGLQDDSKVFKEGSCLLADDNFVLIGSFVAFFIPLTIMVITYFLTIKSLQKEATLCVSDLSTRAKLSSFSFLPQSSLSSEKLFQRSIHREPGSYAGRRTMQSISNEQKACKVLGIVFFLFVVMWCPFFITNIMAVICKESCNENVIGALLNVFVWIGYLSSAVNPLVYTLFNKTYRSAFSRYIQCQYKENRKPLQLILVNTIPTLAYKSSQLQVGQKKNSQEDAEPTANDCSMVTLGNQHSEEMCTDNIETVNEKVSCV
PDI turbidity: inhibitors of human PDI, primary screen, biochemical, turbidity, single point, plate reader; PDI insulin aggregation turbidity, A650, 90 min; inhibition, % at 10 µM; hit rate 0.052% among 350,000; AID 588391, 2011;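 active = mean inhibition across replicates of 30% or more, whatever share of single replicates reach that level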;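 also: absorbance from insulin aggregation driven by PDI reduction with DTT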
Target sequence (P07237 whole entry, looked up): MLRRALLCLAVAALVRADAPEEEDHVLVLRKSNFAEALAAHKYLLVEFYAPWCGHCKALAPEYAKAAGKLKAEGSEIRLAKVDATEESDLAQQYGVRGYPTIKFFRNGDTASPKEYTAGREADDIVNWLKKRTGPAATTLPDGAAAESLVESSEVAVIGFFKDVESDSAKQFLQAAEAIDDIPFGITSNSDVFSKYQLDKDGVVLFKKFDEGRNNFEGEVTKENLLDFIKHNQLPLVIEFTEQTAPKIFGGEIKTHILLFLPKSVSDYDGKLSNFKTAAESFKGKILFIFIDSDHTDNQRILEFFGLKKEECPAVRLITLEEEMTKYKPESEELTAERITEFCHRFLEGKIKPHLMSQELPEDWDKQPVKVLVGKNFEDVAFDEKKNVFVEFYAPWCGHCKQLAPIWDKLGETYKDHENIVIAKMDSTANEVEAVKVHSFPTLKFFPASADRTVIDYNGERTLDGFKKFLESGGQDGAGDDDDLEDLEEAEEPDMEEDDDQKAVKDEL
iPSC survival up: enhancers of single-cell hiPSC survival, primary screen, ATPlite luminescence. 100% = ROCK inhibitor wells, 0% = DMSO. survival enhancement, % at 20 µM. hit rate 0.044% among 360,000. AID 602274, 2012; in the data active = survival enhancement above about 18%;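 also: cells exposed to compounds for 16 hours before the ATP read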
Glyco luc inh: increase of ERlucT glycosylation luciferase signal, primary screen, N-linked glycosylation inhibitor project, D54 ERlucT cells, luminescence, set 2; reporter increase, % at 12.5 µM; AID 588692, 2011; D54 ERlucT glycosylation luciferase reporter, 24 h; percent of 100 nM tunicamycin response; hit rate 0.23% among 360,000;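 active = mean luciferase reporter signal, scaled so untreated is 0 and the glycosylation-blocking control 100, at or above a set limit in every replicate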;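 also: luciferase carries N-glycosylation sites so blocking glycosylation raises the light; 0% = median of neutral control wells and 100% = median of 100 nM tunicamycin wells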
aDG glyco act: activators of alpha-DG glycosylation, primary screen, uHTS, Pro5-aDG cells, AlphaScreen; alpha-DG glycosylation AlphaScreen (IIH6); 0% Pro5, 100% B10-LARGE cell signal; activation, % at 10 µM; hit rate 0.22% among 360,000; AID 624168, 2012;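 active = activation of at least 8% versus controls, or a plate z-score of at least 8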;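 also: Pro5 are CHO cells carrying HIG-tagged alpha-DG that lacks glycosylation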
Granule exo inh: LAMP-1 surface exposure blockers, TALL-104 cells – cell-based, flow cytometry, MLPCN library, primary screen | TALL-104 LAMP-1 surface exposure; cells stimulated with thapsigargin and PMA | inhibition, % at 10 µM | hit rate 0.66% among 360,000;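 active = inhibition above about 55%, limit read from the data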
Numbers without * were called inactive.

Results for CCOC(=O)c1ccc(NC(=O)CSc2nc(=O)n(CCN3CCOCC3)c3c2CCC3)cc1 ?
ABCB6 inh MLPCN: 96; H9c2 protect: -8; Vif imaging: 2; CaV13 ICDI inh: -5; HTR2A ag: -9; PDI turbidity: -2; iPSC survival up: -0.5; Glyco luc inh: 1; aDG glyco act: -0.2; Granule exo inh: -1

What do the screens show for `Nc1nc(-c2ccccc2)cc(N2CCCCC2)n1`?
ABCB6 inh MLPCN: 106; H9c2 protect: -2; HTR2A ag: 2; PDI turbidity: -3; iPSC survival up: -1.0; Glyco luc inh: 18; aDG glyco act: 0.0; Granule exo inh: 3

What do the screens show for `CCOC(=O)c1c(-c2ncc(C(F)(F)F)cc2Cl)noc1C`?
ABCB6 inh MLPCN: 93; H9c2 protect: -1; Vif imaging: 7; CaV13 ICDI inh: 10; HTR2A ag: 10; PDI turbidity: 3; iPSC survival up: 6.1; Glyco luc inh: 0; aDG glyco act: 0.0; Granule exo inh: -1

What do the screens show for `O=C(Nc1cccc2ccccc12)/C(=C/c1cccc([N+](=O)[O-])c1)NC(=O)c1cccs1`?
ABCB6 inh MLPCN: 99; H9c2 protect: 2; Vif imaging: -5; CaV13 ICDI inh: -5; HTR2A ag: 0; PDI turbidity: 0; iPSC survival up: 5.1; Glyco luc inh: -4; aDG glyco act: -0.1; Granule exo inh: 1

Results for CCOC(=O)N1CCN(C(=O)c2cc(OC)c(OC)c(OC)c2)CC1 ?
ABCB6 inh MLPCN: 93; H9c2 protect: 2; Vif imaging: -1; CaV13 ICDI inh: 0; HTR2A ag: 0; PDI turbidity: 3; iPSC survival up: -0.1; Glyco luc inh: 0; aDG glyco act: 0.0; Granule exo inh: 2

What do the screens show for `Cc1cc2c(cc1C)C(c1cc(Br)ccc1F)CC(=O)N2` (centres undefined)?
ABCB6 inh MLPCN: 102; H9c2 protect: -6; Vif imaging: 7; CaV13 ICDI inh: -16; HTR2A ag: 0; PDI turbidity: 1; iPSC survival up: -0.8; Glyco luc inh: 24; aDG glyco act: 0.0; Granule exo inh: 17

What do the screens show for `Cc1cccc(N(Cc2ccc(Cl)cc2)S(C)(=O)=O)c1`?
ABCB6 inh MLPCN: 94; H9c2 protect: -4; Vif imaging: 0; CaV13 ICDI inh: -3; HTR2A ag: -1; PDI turbidity: 2; iPSC survival up: -0.7; Glyco luc inh: -3; aDG glyco act: 0.1; Granule exo inh: -2

How did Cc1cc(C)c[n+](C[n+]2cc(C)cc(C)c2)c1 do in these assays?
ABCB6 inh MLPCN: 98; H9c2 protect: -5; Vif imaging: -1; CaV13 ICDI inh: -5; HTR2A ag: 7; PDI turbidity: 26; iPSC survival up: -1.8; Glyco luc inh: 0; aDG glyco act: -0.3; Granule exo inh: 0

What do the screens show for `O=C(CSc1nc(-c2ccco2)cc(C(F)(F)F)n1)N1CCc2ccccc2C1`?
ABCB6 inh MLPCN: 100; H9c2 protect: -13; HTR2A ag: -2; PDI turbidity: -7; iPSC survival up: 2.7; Glyco luc inh: -2; aDG glyco act: 0.0; Granule exo inh: 7

What do the screens show for `O=C(CSc1nc2c(c(=O)n1-c1ccc(Cl)cc1)SCC2)N1CCCC1`?
ABCB6 inh MLPCN: 92; H9c2 protect: -1; Vif imaging: 0; CaV13 ICDI inh: -8; HTR2A ag: 0; PDI turbidity: 5; iPSC survival up: -2.6; Glyco luc inh: 2; aDG glyco act: 0.1; Granule exo inh: -2

How did CCOc1ccc(CCNC(=O)CSCC(=O)Nc2ccc(OC)cc2)cc1OCC do in these assays?
ABCB6 inh MLPCN: 100; H9c2 protect: 2; Vif imaging: 3; CaV13 ICDI inh: -5; HTR2A ag: -6; PDI turbidity: -2; iPSC survival up: 0.3; Glyco luc inh: 4; aDG glyco act: 0.2; Granule exo inh: -4

What do the screens show for `O=C(Nc1ccc(Cl)cc1C(F)(F)F)C(Sc1nnc(-c2cccs2)o1)c1ccccc1` (centres undefined)?
ABCB6 inh MLPCN: 102; H9c2 protect: 9; Vif imaging: 4; CaV13 ICDI inh: -3; HTR2A ag: -3; PDI turbidity: 11; iPSC survival up: -1.2; Glyco luc inh: 6; aDG glyco act: -0.2; Granule exo inh: 2

Results for O=[N+]([O-])c1ccc(N2CCCCC2)cn1 ?
ABCB6 inh MLPCN: 100; H9c2 protect: -2; Vif imaging: -2; CaV13 ICDI inh: -4; HTR2A ag: 2; PDI turbidity: 25; iPSC survival up: -1.0; Glyco luc inh: 3; aDG glyco act: -0.3; Granule exo inh: -3

What do the screens show for `COc1ccc(C2C(C(=O)Nc3ccccn3)=C(C)Nc3ncnn32)c(OC)c1` (centres undefined)?
ABCB6 inh MLPCN: 95; H9c2 protect: -1; Vif imaging: 1; CaV13 ICDI inh: -8; HTR2A ag: 4; PDI turbidity: -3; iPSC survival up: -0.4; Glyco luc inh: 1; aDG glyco act: 0.4; Granule exo inh: 1

How did C/C(=N\NC(=O)c1ccco1)c1cccc2ccccc12 do in these assays?
ABCB6 inh MLPCN: 96; H9c2 protect: 2; Vif imaging: 0; CaV13 ICDI inh: -2; HTR2A ag: 8; PDI turbidity: -6; iPSC survival up: 0.0; Glyco luc inh: 4; aDG glyco act: 0.3; Granule exo inh: -8

Results for COc1cccc(NC(=O)c2nn(C)c3c2CS(=O)(=O)c2ccccc2-3)c1 ?
ABCB6 inh MLPCN: 91; H9c2 protect: -1; Vif imaging: -2; CaV13 ICDI inh: -7; HTR2A ag: 0; PDI turbidity: 10; iPSC survival up: -0.3; Glyco luc inh: -1; aDG glyco act: 0.0; Granule exo inh: 13

Results for COc1ccc(CCNC(=O)c2c([S-])n(-c3ccc(C)cc3)c3cccc[n+]23)cc1 ?
ABCB6 inh MLPCN: 97; H9c2 protect: 0; Vif imaging: 0; CaV13 ICDI inh: -6; HTR2A ag: -2; PDI turbidity: -2; iPSC survival up: -0.4; Glyco luc inh: -8; aDG glyco act: 0.2; Granule exo inh: 0

Results for Cc1ccc(S(=O)(=O)N2CCC(C(=O)Nc3ccc(S(=O)(=O)N4CCCC4)cc3)CC2)cc1 ?
ABCB6 inh MLPCN: 100; H9c2 protect: -13; Vif imaging: -7; CaV13 ICDI inh: -4; HTR2A ag: 0; PDI turbidity: 32*; iPSC survival up: 1.1; Glyco luc inh: -5; aDG glyco act: -0.2; Granule exo inh: -2

What do the screens show for `O=C(CCC1CCCC1)N1CCN(C(=O)COc2ccccc2)CC1`?
ABCB6 inh MLPCN: 96; H9c2 protect: 8; Vif imaging: -4; HTR2A ag: 5; PDI turbidity: -1; iPSC survival up: -0.2; Glyco luc inh: 0; aDG glyco act: 0.1; Granule exo inh: -1

Results for N=c1oc2ccc(Br)cc2cc1C(=O)NCc1ccccc1 ?
ABCB6 inh MLPCN: 98; H9c2 protect: -4; Vif imaging: 2; CaV13 ICDI inh: -2; HTR2A ag: -6; PDI turbidity: 6; iPSC survival up: -0.6; Glyco luc inh: 5; aDG glyco act: -0.2; Granule exo inh: 4

Molecules listed so far containing a nitro group on carbon (two):
What do the screens show for `O=C(Nc1cccc2ccccc12)/C(=C/c1cccc([N+](=O)[O-])c1)NC(=O)c1cccs1`?
ABCB6 inh MLPCN: 99; H9c2 protect: 2; Vif imaging: -5; CaV13 ICDI inh: -5; HTR2A ag: 0; PDI turbidity: 0; iPSC survival up: 5.1; Glyco luc inh: -4; aDG glyco act: -0.1; Granule exo inh: 1

Results for O=[N+]([O-])c1ccc(N2CCCCC2)cn1 ?
ABCB6 inh MLPCN: 100; H9c2 protect: -2; Vif imaging: -2; CaV13 ICDI inh: -4; HTR2A ag: 2; PDI turbidity: 25; iPSC survival up: -1.0; Glyco luc inh: 3; aDG glyco act: -0.3; Granule exo inh: -3

Next section
What do the screens show for `Cc1ccc(-c2nnc(Nc3ccc(CC(N)=O)cc3)c3ccccc23)cc1`?
ABCB6 inh MLPCN: 99; H9c2 protect: 5; Vif imaging: -11; CaV13 ICDI inh: -3; HTR2A ag: 5; PDI turbidity: -6; iPSC survival up: 2.0; Glyco luc inh: -5; aDG glyco act: -0.3; Granule exo inh: -3

What do the screens show for `Cc1ccc(CNC(=O)CSc2nc3[nH]ncc3c(=O)[nH]2)cc1`?
ABCB6 inh MLPCN: 102; H9c2 protect: 3; Vif imaging: -8; CaV13 ICDI inh: -3; HTR2A ag: -2; PDI turbidity: -1; iPSC survival up: -1.7; Glyco luc inh: 3; aDG glyco act: 0.2; Granule exo inh: 1

What do the screens show for `CCCCNC(=O)C1CC(=O)N(C2CCCC2)C1` (centres undefined)?
ABCB6 inh MLPCN: 99; H9c2 protect: 9; Vif imaging: 0; CaV13 ICDI inh: -2; HTR2A ag: 0; PDI turbidity: 4; iPSC survival up: 0.2; Glyco luc inh: -1; aDG glyco act: -0.2; Granule exo inh: 2

How did CC(=O)c1ccc(OC(=O)COc2ccccc2)cc1 do in these assays?
ABCB6 inh MLPCN: 102; H9c2 protect: -2; Vif imaging: -5; CaV13 ICDI inh: -3; HTR2A ag: -3; PDI turbidity: 5; iPSC survival up: -0.7; Glyco luc inh: -1; aDG glyco act: -0.1; Granule exo inh: 4

How did CN1CCN(c2nc3nonc3nc2N2CCN(C)CC2)CC1 do in these assays?
H9c2 protect: 4; Vif imaging: 0; CaV13 ICDI inh: -5; HTR2A ag: 0; PDI turbidity: 6; iPSC survival up: 2.8; Glyco luc inh: 0; aDG glyco act: -0.2; Granule exo inh: -1

What do the screens show for `COc1ccc(S(=O)(=O)Cc2ccc(C(=O)N3CCCC3)o2)cc1`?
ABCB6 inh MLPCN: 104; H9c2 protect: -1; Vif imaging: 3; CaV13 ICDI inh: 30; HTR2A ag: 1; PDI turbidity: -4; iPSC survival up: 1.5; Glyco luc inh: 0; aDG glyco act: -0.3; Granule exo inh: 15

How did Cc1ccc(S(=O)(=O)N(C)C[C@@H]2Oc3c(NS(C)(=O)=O)cccc3C(=O)N([C@H](C)CO)C[C@@H]2C)cc1 do in these assays?
ABCB6 inh MLPCN: 106; H9c2 protect: 1; Vif imaging: -3; CaV13 ICDI inh: -3; HTR2A ag: 3; PDI turbidity: -7; iPSC survival up: -0.5; Glyco luc inh: 4; aDG glyco act: -0.2; Granule exo inh: 0

What do the screens show for `Cc1cccc(NC(=S)N/N=C/c2c[nH]c3ccccc23)c1`?
ABCB6 inh MLPCN: 97; H9c2 protect: -11; Vif imaging: 24; CaV13 ICDI inh: -3; HTR2A ag: 3; PDI turbidity: 8; iPSC survival up: -2.6; Glyco luc inh: 18; aDG glyco act: -0.3; Granule exo inh: 0
